VIM-2 inhibitor = inhibitors of Pseudomonas aeruginosa VIM-2 metallo-beta-lactamase; inhibition, % at 5.6 µM; actives 0.89% (n = 290,000); purified VIM-2, nitrocefin hydrolysis, epi-absorbance fluorescence;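 active means inhibition above the mean of all tested compounds plus 3 SD, cutoff set per screening run, cut at about 7.5% in these data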;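 further: red hydrolysis product quenches plate fluorescence so inhibitors raise well fluorescence; 0% = enzyme with DMSO and 100% = DMSO without enzyme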
MEKK3 PB1 HTS = modulators (inhibitors or enhancers) of MEK5 binding to human MEKK3 PB1 domain. Q99759. bead-based flow cytometry, Alexa488-MEK5 binding to MEKK3; actives lie on both sides; 0 = blocked by unlabeled MEK5, 100 = vehicle. binding response (% of control), % at 10 µM. actives 1.4% (n = 290,000). AID 1529;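 active means binding response more than 3 SD above or below the average of its plate-row segment, actives on both sides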;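 further: Alexa488 bead fluorescence after subtracting the streptavidin-only scavenger bead signal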
Target sequence (Q99759 whole entry, looked up, the tested form may be a part): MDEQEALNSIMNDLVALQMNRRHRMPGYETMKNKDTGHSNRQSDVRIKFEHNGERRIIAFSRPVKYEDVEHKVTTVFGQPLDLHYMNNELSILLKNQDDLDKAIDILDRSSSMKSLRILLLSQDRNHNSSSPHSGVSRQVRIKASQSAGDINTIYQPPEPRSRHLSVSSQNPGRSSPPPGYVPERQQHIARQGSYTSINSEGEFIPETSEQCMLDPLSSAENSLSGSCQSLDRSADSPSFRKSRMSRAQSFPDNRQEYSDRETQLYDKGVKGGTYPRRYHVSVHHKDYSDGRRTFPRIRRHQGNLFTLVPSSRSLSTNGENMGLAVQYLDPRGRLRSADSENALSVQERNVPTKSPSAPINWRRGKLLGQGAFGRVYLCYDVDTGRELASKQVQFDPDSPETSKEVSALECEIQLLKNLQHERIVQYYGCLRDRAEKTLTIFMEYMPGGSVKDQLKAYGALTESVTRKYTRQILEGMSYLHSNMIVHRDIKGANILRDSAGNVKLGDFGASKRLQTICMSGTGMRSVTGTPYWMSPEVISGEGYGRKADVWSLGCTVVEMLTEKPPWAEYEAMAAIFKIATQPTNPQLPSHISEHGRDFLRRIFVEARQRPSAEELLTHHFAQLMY
UBC9 SUMO inh = inhibitors of human SUMOylation (UBC9); P63279; HTRF SUMOylation assay, SAE1/SAE2 + UBC9, in vitro; inhibition, % at 35 µM; actives 0.36% (n = 290,000); AID 2006; in the data active means inhibition above about 50%, passing the limit was not always enough; further: strong numbers were not always called active
Target sequence (P63279 whole entry, looked up): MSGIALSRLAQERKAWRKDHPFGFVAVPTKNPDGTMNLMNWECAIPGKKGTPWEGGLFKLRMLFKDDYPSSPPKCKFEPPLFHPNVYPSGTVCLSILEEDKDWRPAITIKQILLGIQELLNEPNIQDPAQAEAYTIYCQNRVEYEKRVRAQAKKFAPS
FID counter = fluorescent intercalator displacement, NS3 helicase counter-screen. actives 0.17% (n = 290,000). DNA fluorescent intercalator displacement, fluorescence. inhibition, % at 7.9 µM; in the data active means inhibition above about 37%;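 further: 0% = vehicle and 100% = reference compound; higher means more ethidium bromide displaced from hairpin DNA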
IDE act = activators of human insulin-degrading enzyme in cells | P14735 | HEK cells, FAbeta-B cleavage, fluorescence polarization; 0% vehicle, 100% cell-free pure enzyme wells | activation, % at 5.96 µM | actives 0.073% (n = 340,000) | AID 493087;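 active means activation above the mean of all tested compounds plus 3 SD, set per screening campaign, cut at about 17% in these data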
IMP-1 inhibitor = inhibitors of Pseudomonas aeruginosa IMP-1 metallo-beta-lactamase | purified IMP-1, nitrocefin hydrolysis, epi-absorbance fluorescence | inhibition, % at 5.6 µM | actives 0.45% (n = 290,000) | AID 1556;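 active means inhibition above the mean plus 3 SD of all compounds in the same screening run, cut at about 4.5% in these data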;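 further: 0% = IMP-1 with DMSO and 100% = DMSO wells lacking enzyme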
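System: Purified recombinant IMP-1 metallo-beta-lactamase enzyme | Measured by: Fluorescence quenching readout, ex 480/em 530 nm | Replication: Singlicate | Incubation: 15 min preincubation plus 25 min reaction at 25 °C | Evaluation: Percent inhibition from optical density relative to buffer-blank wells | Benchmarks: DMSO with and without IMP-1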
NS3 helicase inh = inhibitors of Hepatitis C virus NS3 helicase. inhibition, % at 10.9 µM. NS3 helicase DNA unwinding, Cy5 molecular beacon fluorescence. actives 0.56% (n = 290,000);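 active means inhibition above the mean of all tested compounds plus 3 SD, set per campaign, cut at about 35% in these data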;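 further: 0% = DMSO wells and 100% = thioflavine S control wells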
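Measured by: Cy5 fluorescence, 0 and 60 min reads / Assay system: NS3 helicase fragment of HCV / Control set: low DMSO, high thioflavine S at 110 µM / Times: 1 h reaction at 25 °C, ATP-initiated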
PHOSPHO1 block = PHOSPHO1 (human) inhibition; Q8TCT1; recombinant PHOSPHO1, absorbance phosphatase assay; inhibition, % at 13.3 µM; actives 1.1% (n = 290,000); in the data active means inhibition above about 60%
Target sequence (Q8TCT1 whole entry, looked up): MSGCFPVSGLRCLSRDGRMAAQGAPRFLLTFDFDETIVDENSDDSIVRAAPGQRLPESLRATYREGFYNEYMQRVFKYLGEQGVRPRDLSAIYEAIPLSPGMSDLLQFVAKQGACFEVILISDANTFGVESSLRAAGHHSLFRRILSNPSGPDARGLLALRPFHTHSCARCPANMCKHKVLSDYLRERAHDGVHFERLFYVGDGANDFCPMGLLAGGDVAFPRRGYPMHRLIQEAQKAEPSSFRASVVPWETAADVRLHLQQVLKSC
p-CIP stab down = compounds decreasing mouse p/CIP protein stability; Q05BA5; F442A p/CIP-EGFP cells, EGFP fluorescence, 16 h; decrease of EGFP signal, % at 10 µM; actives 0.01% (n = 290,000); AID 1984;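 active means EGFP signal decrease of at least 30% at 10 µM or well 3 SD below plate mean, unless failing retest; inactive means the rest, including hits failing retest or dose response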; further: some compounds called inactive have numbers as strong as hits; many of its hits are not listed in these tables
* hit, by the source's call; x = not tested or not shown. A portion of the library (hit frequency here may not be typical).

SMILES | VIM-2 inhibitor | MEKK3 PB1 HTS | UBC9 SUMO inh | FID counter | IDE act | IMP-1 inhibitor | NS3 helicase inh | PHOSPHO1 block | p-CIP stab down
Cc1ccc(OP(=O)(Nc2c(C)n(C)n(-c3ccccc3)c2=O)Oc2ccc(C)cc2)cc1 | -0.9 | 100 | 2 | -40 | -1 | -3.1 | 7 | -10 | 0
Cn1cnc(S(=O)(=O)N2CCN(C(c3ccccc3)c3ccccc3)CC2)c1 | 0.9 | 98 | 5 | -49 | 2 | -0.9 | -10 | 28 | 6
CNCC(O)C(O)C(O)C(O)CO (stereo unspecified) | -2.0 | 101 | 14 | -3 | 2 | -2.4 | 2 | 40 | 2
C=CCn1cnc2c(nnn2-c2ccc(Cl)cc2)c1=O | -4.8 | 98 | 1 | -3 | 4 | -5.1 | 5 | 11 | -5
O=C(NCc1ccccc1)NC1(C(=O)N2CCOCC2)CCCCC1 | -1.7 | 98 | 1 | -3 | 4 | -0.9 | 7 | 15 | 2
CCSc1nnc(NC(=O)C(C)(C(F)(F)F)C(F)(F)F)s1 | -1.9 | 101 | 2 | 1 | 3 | 3.3 | 5 | -37 | 1
Cc1noc(C)c1S(=O)(=O)Nc1ccc(C(=O)NC2CCCCCC2)cc1 | -0.8 | x | 23 | -18 | 0 | -1.6 | -7 | 18 | -8
Cc1ccc(S(=O)(=O)NCC(c2cccnc2)N2CCc3ccccc32)cc1 (stereo unspecified) | -0.9 | 96 | 4 | -35 | 4 | 0.7 | -25 | 11 | -2
COc1ccc(-n2c(SCC(=O)c3ccc[nH]3)nnc2-c2ccccc2)cc1 | -1.7 | 90 | -6 | -10 | 3 | -2.3 | 8 | 6 | -10
CC(C)(C)OC(=O)CN1c2cccc3cccc(c23)S1(=O)=O | 0.4 | 103 | 25 | -13 | -2 | -3.2 | -5 | 32 | -12
S=C(NCc1ccncc1)NC1CCCC1 | 0.1 | 102 | -10 | 1 | 5 | -0.4 | 8 | 8 | 4
COc1ccc(Cn2c(CCC(=O)N3CCN(c4ccccn4)CC3)nc3ncccc3c2=O)cc1 | -1.5 | 102 | 20 | -36 | -2 | -2.9 | 6 | -1 | 5
COc1ccc(S(=O)(=O)Nc2ccccc2C(=O)NCc2ccco2)cc1Br | 0.4 | 95 | 23 | -8 | 4 | -0.4 | -7 | -22 | 0
O=c1[nH]c2ccccc2c(=O)n1Cc1ccco1 | -2.1 | 96 | 10 | -1 | 5 | -2.1 | -6 | -4 | -5
COc1cc(C(=O)Nc2cccc(-c3nc4ccccc4o3)c2C)cc(OC)c1OC | 0.6 | 101 | 15 | 2 | 5 | -0.5 | 9 | -7 | -3
CC(C)CNc1cc(=O)n(C)c(=O)n1C | -5.3 | 104 | 12 | 0 | 5 | -5.6 | -1 | -6 | -1
Cc1nc2cc(-c3cccc(F)c3)nn2c(C)c1CCC(=O)NC(C)c1ccc2c(c1)OCCO2 (stereo unspecified) | -2.1 | 112 | 6 | -31 | 0 | -2.6 | -3 | -14 | -5
COc1ccc([N+](=O)[O-])c2c(=O)ccoc12 | -1.5 | 105 | 0 | -7 | -5 | -2.5 | 1 | -2 | 8
CCCCNC(=O)OCC(CC)NC(=O)OC(C)C (stereo unspecified) | -1.4 | 102 | 23 | -5 | 3 | -2.7 | 6 | 20 | -9
Nc1cc(=O)[nH]c(SCC(=O)N2N=C(c3ccc(Cl)cc3)CC2c2ccco2)n1 (stereo unspecified) | 2.8 | 95 | 21 | -38 | -4 | 0.2 | 24 | -5 | 7
COC(=O)c1nc2nc(C)cc(=O)n2[nH]1 | -0.2 | 98 | 1 | 7 | 4 | -2.8 | -2 | -6 | 7
Cc1ccc(/C=N/NC(=S)NC(C)C)o1 | -5.6 | 102 | 10 | -3 | 1 | -0.3 | 1 | 33 | -6
O=[N+]([O-])c1cccc(/C=N/n2cnnc2)c1 | -1.2 | 99 | 19 | -2 | 0 | -1.8 | 0 | -10 | 0
Cc1cc2ccccc2cc1CN1CCCCC1 | -1.1 | 102 | 8 | -4 | -2 | 1.8 | 8 | 19 | 1
CC1CN2C(c3ccc([N+](=O)[O-])cc3)=CSC2=N1 (stereo unspecified) | -2.2 | 107 | 1 | 2 | -1 | -3.5 | -3 | -133 | -1

The final 4 entries of the part before lead into the next.
SMILES | VIM-2 inhibitor | MEKK3 PB1 HTS | UBC9 SUMO inh | FID counter | IDE act | IMP-1 inhibitor | NS3 helicase inh | PHOSPHO1 block | p-CIP stab down
Cc1ccc(/C=N/NC(=S)NC(C)C)o1 | -5.6 | 102 | 10 | -3 | 1 | -0.3 | 1 | 33 | -6
O=[N+]([O-])c1cccc(/C=N/n2cnnc2)c1 | -1.2 | 99 | 19 | -2 | 0 | -1.8 | 0 | -10 | 0
Cc1cc2ccccc2cc1CN1CCCCC1 | -1.1 | 102 | 8 | -4 | -2 | 1.8 | 8 | 19 | 1
CC1CN2C(c3ccc([N+](=O)[O-])cc3)=CSC2=N1 (stereo unspecified) | -2.2 | 107 | 1 | 2 | -1 | -3.5 | -3 | -133 | -1
Cc1cc(Cl)ccc1OCC(=O)Nc1ccccc1N1CCOCC1 | -0.9 | 109 | -3 | -6 | 4 | -1.8 | -2 | -41 | -21
O=C(Cc1ccccc1)NNC(=O)c1cccs1 | -2.2 | 95 | 13 | 0 | -2 | -2.5 | -2 | 27 | -11
CCC(OC(=O)CNS(=O)(=O)c1ccccc1)C(=O)c1ccccc1 (stereo unspecified) | -3.8 | 104 | -20 | -12 | 1 | -1.6 | -7 | 19 | -2
COc1ccccc1NC(=O)Nc1ccccc1Br | -2.3 | 94 | -7 | -2 | -5 | -2.0 | -17 | 14 | 5
O=C(NC1CCCCC1)c1ccccc1NC(=O)C1CC(=O)N(c2ccc(Cl)cc2)C1 (stereo unspecified) | -1.8 | 109 | 5 | -2 | 1 | -8.1 | -4 | -20 | -8
c1ccc(-c2noc(CC3CCCCC3)n2)nc1 | -1.1 | 94 | -1 | -10 | -1 | -2.7 | 1 | 39 | -2
CCOC(=O)c1cnc2ccc(OC)cc2c1Nc1ccc(N2CCN(C)CC2)cc1 | 76* | 103 | 0 | 44* | 3 | -1.6 | -39 | -25 | 3
COc1cc(NC(=O)C2CCCN2C(=O)C2CCC(C)CC2)cc(OC)c1OC (stereo unspecified) | -4.5 | 97 | 16 | -27 | 2 | -2.6 | -5 | 2 | -2
O=C(c1ccccc1)c1ccc2nc[nH]c2c1 | -1.8 | 97 | -13 | 0 | 0 | 1.2 | -2 | 22 | -2
CN(C)C(=O)CN1C(=O)c2cccc3cccc1c23 | 1.3 | 91 | 14 | -9 | 2 | 1.9 | 4 | 27 | -2
O=C1c2cccnc2C(O)N1C1CCCCC1 (stereo unspecified) | -1.7 | 102 | -3 | -4 | -1 | -2.1 | -5 | -15 | -3
COc1ccc2nc(C)cc(Nc3ccccc3O)c2c1 | 4.9 | 102 | 6 | 19 | 3 | 0.3 | 0 | 11 | -6
COCCNC(=S)N/N=C(\C)c1ccc(Cl)c(Cl)c1 | -1.7 | 96 | 1 | -15 | 6 | -2.0 | -5 | 28 | 8
COc1ccc(OC)c(N(CC(=O)Nc2ccc3c(c2)OCCO3)S(C)(=O)=O)c1 | 2.0 | 100 | 28 | -9 | 4 | -0.2 | 2 | -11 | -1
CC12CN3CC(C)(CN(C1)C3c1ccccc1)C2O (stereo unspecified) | 0.1 | 98 | -4 | -8 | 0 | -3.1 | 0 | -8 | -15
CCCCCCCCNC(=O)c1cccnc1SCC(=O)Nc1ccccc1OC | -5.5 | 99 | -15 | -3 | 2 | -4.4 | 1 | 3 | 7
Cc1ccc(Cc2cc(-c3ccc(C)cc3)n[nH]c2=O)cc1 | -3.4 | 98 | -11 | -26 | x | -3.7 | 0 | 3 | -13
Cc1cc(C)c(C)c(OCCOCCN2CCOCC2)c1 | -0.9 | 95 | 14 | -1 | 3 | -0.9 | 0 | 14 | -7
CC1CC(C)CN(CC(=O)N2c3ccccc3CCc3ccccc32)C1 (stereo unspecified) | -1.3 | 101 | 0 | 3 | 7 | 1.5 | 2 | 40 | -4
COc1cc(NC(=O)CN(C)S(=O)(=O)c2ccc3c(c2)CC(C)N3C(C)=O)cc(OC)c1OC (stereo unspecified) | -6.0 | 101 | -13 | -44 | 3 | -2.4 | -8 | 8 | 10
COc1ccc(C(=O)NCCNc2nc3c(C)cccc3cc2C#N)cc1 | 1.3 | 106 | x | 0 | 2 | -2.1 | 2 | x | x
C/C(CCc1ccccc1)=N\NC(=O)C(=O)Nc1cccc(Cl)c1 | 0.9 | 89 | 3 | -3 | 2 | -1.2 | 3 | 4 | 19
Cc1ccc2c(c1)C(C)(C)[C@]1(C)NC(=O)CCN21 | -0.8 | 94 | -7 | -11 | 3 | -0.7 | 1 | 18 | -14
CC(CC(=O)O)n1nnc2ccccc21 (stereo unspecified) | -2.8 | 104 | 5 | 0 | 3 | -3.4 | -12 | 27 | -24
CS(=O)(=O)Nc1ccc(S(=O)(=O)Nc2nccs2)cc1 | -3.6 | 107 | 16 | -1 | -4 | -1.6 | 3 | 55 | 1
(list continues)
SMILES | VIM-2 inhibitor | MEKK3 PB1 HTS | UBC9 SUMO inh | FID counter | IDE act | IMP-1 inhibitor | NS3 helicase inh | PHOSPHO1 block | p-CIP stab down
COc1ccc(C(CCNCc2ccc(N(C)C)cc2)C(C)C)cc1 (stereo unspecified) | -2.5 | 103 | -12 | 27 | 7 | -3.5 | -51 | 51 | -2
O=C(NC(Cc1ccccc1)c1nc2ccccc2[nH]1)C1CC(=O)N(c2ccc3c(c2)OCCO3)C1 (stereo unspecified) | -1.9 | 95 | 7 | -15 | -2 | -1.6 | -10 | 96* | -15
CCOC(=O)c1cc(=O)c2ccc(OCC(=O)Nc3ccc(F)cc3)cc2o1 | -1.0 | 95 | 14 | -8 | 7 | 1.4 | -1 | -1 | 11
CCOC(=O)CN1N=C(c2ccc(Cl)cc2)CCC1=O | -0.7 | 104 | -3 | -20 | -3 | -1.2 | 10 | -3 | 6
O=C(CN1CCCC1)N1c2ccccc2C=Cc2ccccc21 | -0.1 | 105 | 13 | 13 | 2 | 0.5 | 7 | 50 | -4
CN(CC(=O)Nc1ccc(S(N)(=O)=O)cc1)c1ccccc1 | -5.3 | 99 | 7 | -1 | -1 | -3.2 | 8 | 15 | 3
COc1ccc(-n2cnc3cc(C(=O)N4CCOCC4)ccc32)cc1 | -1.1 | 102 | 12 | -17 | 0 | -2.1 | -4 | 50 | -9
COc1ccc(NC(=O)/C(C#N)=C/c2ncc([N+](=O)[O-])n2C)c(OC)c1 | -1.4 | 107 | 24 | -10 | 8 | -3.2 | 1 | 8 | -7
CN(NC(=O)c1ccccc1Cl)c1ncc(C(F)(F)F)cc1Cl | -2.6 | 106 | 11 | -1 | 9 | -1.3 | -1 | 16 | -6
COc1ccccc1NC(=O)C(NC(=O)OC(C)(C)C)C(C)OCc1ccccc1 (stereo unspecified) | -7.7 | 104 | -26 | -31 | 5 | -2.0 | -9 | 18 | -10
